DNMT1 block – inhibitors of human DNMT1; P26358; DNMT1 molecular beacon, Hinp1I cleavage, fluorescence; inhibition (reported as % activation of signal), % at 10 µM; 360,000 compounds, 0.83% hits; AID 588458; in the data active means inhibition above about 50%
SUMO1 PPI mod – modulators of human SUMO1-mediated protein-protein interactions; P63165; SUMO1 binding to a labelled peptide, TR-FRET, 1 h; inhibition, % at 20 µM; 360,000 compounds, 0.33% hits; AID 602429; in the data active means inhibition above about 37%
Rpn11 block – Rpn11 (human) deubiquitinase inhibition; human 26S proteasome, Ub4-pepOG fluorescence polarization; 20S core pre-blocked with epoxomicin; calls only at 20 µM; O00487; 360,000 compounds, 0.59% hits;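 active means inhibition at 20 µM, scaled to each plate's controls, above about 33%, limit read from the data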
Target sequence (O00487 whole entry, looked up): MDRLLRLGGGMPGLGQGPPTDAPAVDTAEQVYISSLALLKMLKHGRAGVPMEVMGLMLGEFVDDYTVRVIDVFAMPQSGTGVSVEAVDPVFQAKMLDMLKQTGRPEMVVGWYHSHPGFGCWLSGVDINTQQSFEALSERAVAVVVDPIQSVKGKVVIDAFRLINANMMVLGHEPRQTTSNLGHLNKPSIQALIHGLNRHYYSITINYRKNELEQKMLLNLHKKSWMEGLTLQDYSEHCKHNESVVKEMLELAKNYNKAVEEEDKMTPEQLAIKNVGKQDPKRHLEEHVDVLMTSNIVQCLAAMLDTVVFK
LMPTP block – LMPTP (human) inhibition. P24666. recombinant LMPTP-A, OMFP fluorogenic substrate, fluorescence intensity. inhibition, % at 20 µM. 360,000 compounds, 0.22% hits. AID 651560;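 active means compounds that cut the enzyme signal by at least half of the control window in the single-dose screen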;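 further: plate controls were DMSO wells with enzyme plus substrate for no effect and substrate without enzyme for full effect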
Target sequence (P24666 whole entry, looked up): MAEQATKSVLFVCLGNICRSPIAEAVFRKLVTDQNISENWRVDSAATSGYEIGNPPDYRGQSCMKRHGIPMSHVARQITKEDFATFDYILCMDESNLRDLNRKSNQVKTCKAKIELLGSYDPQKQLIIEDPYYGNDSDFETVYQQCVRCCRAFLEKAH
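Assay system: LMPTP-A phosphatase enzyme | Input: 0.625 nM enzyme | Also added: Fluorogenic phosphatase substrate OMFP at 400 µM final | Compound dosing: One test concentration per compound, 20 µM, with 3% DMSO overall | Schedule: 50 min enzyme reaction at room temperature, protected from light | Signal: Fluorescence intensity | Benchmarks: no-enzyme and uninhibited controls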
CSN deneddyl inh – inhibitors of human CSN-mediated cullin deneddylation. inhibition, % at 12.5 µM. 360,000 compounds, 0.38% hits. Purified CSN, SCF-Nedd8-OG deneddylation, fluorescence polarization. Q92905;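 active means pattern-corrected inhibition above about 35%, with an unprinted fluorescence ratio check between 0.5 and 1.5, limit read from the data, passing the limit was not always enough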;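 further: 0% = enzyme with substrate and 100% = substrate without enzyme; some results filed as inactive read as strong as hits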
Target sequence (Q92905 whole entry, looked up, one chain of several): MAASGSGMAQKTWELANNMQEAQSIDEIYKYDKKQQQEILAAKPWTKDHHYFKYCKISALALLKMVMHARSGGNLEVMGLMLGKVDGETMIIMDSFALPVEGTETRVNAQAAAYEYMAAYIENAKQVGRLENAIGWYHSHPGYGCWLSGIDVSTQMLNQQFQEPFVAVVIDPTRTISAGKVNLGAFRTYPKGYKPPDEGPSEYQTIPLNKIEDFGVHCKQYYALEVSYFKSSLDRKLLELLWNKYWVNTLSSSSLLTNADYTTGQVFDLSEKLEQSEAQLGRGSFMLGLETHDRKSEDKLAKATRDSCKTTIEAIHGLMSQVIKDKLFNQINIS
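Assay system: HEK293T-derived human Csn5 enzyme; quantity: 0.24 nM enzyme; medium: Tris/NaCl/DTT buffer, pH 7.5; also added: substrate SCFSkp2-Nedd8OG, 10 nM; doses: 12.5 µM compound; schedule: 90 min reaction at room temperature; signal: FP; read-out: % inhibition of substrate cleavage by Csn5; benchmarks: substrate-only high control, full reaction low control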
Rin1-Abl PPI inh – blocks binding of human Rin1 to Abl; P00519+Q13671; TR-FRET Rin1/Abl binding, biochemical; inhibition, % at 7.35 µM; 360,000 compounds, 0.4% hits; AID 588664; in the data active means inhibition above about 5%, passing the limit was not always enough
Scp1 inh – inhibitors of human Scp-1 phosphatase; Q9GZU7; Recombinant Scp1, phosphopeptide, malachite green phosphate absorbance; inhibition, % at 20 µM; 340,000 compounds, 0.88% hits; AID 493091;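 active means inhibition above about 50% at 20 µM, limit read from the data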;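 further: plate controls were DMSO wells with enzyme for no effect and wells lacking enzyme for full effect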
Target sequence (Q9GZU7 76-261 limits assumed): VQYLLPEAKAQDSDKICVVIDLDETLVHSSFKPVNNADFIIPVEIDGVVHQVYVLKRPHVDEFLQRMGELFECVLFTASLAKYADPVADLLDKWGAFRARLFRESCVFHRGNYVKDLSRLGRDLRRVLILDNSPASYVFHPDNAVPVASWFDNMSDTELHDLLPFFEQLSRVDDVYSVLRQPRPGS
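Assay system: SCP-1 catalytic fragment, aa 76-261 | Buffer or medium: Tris acetate buffer pH 5.5 with MgCl2 and Tween-20 | Compound: One concentration, 20 µM, with 1.0% DMSO | Also added: Phospho 17-mer peptide substrate | Signal: Absorbance at 630 nm | Incubation: 45 min enzyme reaction at room temperature | Measure: % inhibition of SCP-1 phosphate liberation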
NadD block – blocks S. aureus nicotinate mononucleotide adenylyltransferase | purified NadD enzyme, colorimetric absorbance read-out | 360,000 compounds, 0.78% hits | inhibition, % at 20 µM; in the data active means inhibition above about 26%; further: some compounds past the cut are filed as inactive
Neddyl block – cullin neddylation inhibition. TR-FRET cullin neddylation, biochemical. calls only at 25 µM. 360,000 compounds, 0.58% hits. AID 651699; in the data active means inhibition above about 36%
STEP inh – inhibitors of human striatal-enriched phosphatase STEP; recombinant STEP, OMFP fluorogenic substrate, fluorescence; inhibition, % at 20 µM; 360,000 compounds, 0.25% hits; AID 588621;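 active means inhibition at 20 µM, scaled per plate between control wells, above about 37%, limit read from the data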;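 further: 0% = DMSO with enzyme and substrate and 100% = substrate only without enzyme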
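System: STEP (striatal-enriched tyrosine phosphatase) enzyme, cell-free; medium: Bis-Tris pH 6.0 buffer with DTT, detergent; dosing: 20 µM, 1% DMSO; times: reaction 20 min, ambient temperature; detection: fluorescence, 480/540 nm; read-out basis: normalized % inhibition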
Numbers without * were called inactive; i = inactive; . = no result given; + = active, no number.

Structure	Neddyl block	CSN deneddyl inh	NadD block	DNMT1 block	Scp1 inh	Rin1-Abl PPI inh	Rpn11 block	LMPTP block	SUMO1 PPI mod	STEP inh
CC1CCN(C(=O)/C(=C\c2cccs2)NC(=O)c2ccccc2)CC1	i	2	-15	-7	-4	2	i	-0.6	0	0
COc1ccc(CCN2C(=O)c3cccc4c(C(=O)N5CCCCC5)ccc(c34)C2=O)cc1OC	i	-10	-5	-5	-13	-4	i	0.5	-24	-3
COc1ccc(NC(=O)c2cc(C3CCCCN3C(=O)c3ccc(NC(C)=O)cc3)on2)c(C)c1 (stereo not given)	i	-5	3	-3	.	-2	i	-1.5	3	0
Cc1cc(NC(=O)Cn2cc(C(F)(F)F)cc(Cl)c2=O)no1	i	-3	-2	2	-2	-2	i	-0.7	2	-1
CN(C)CCOC(=O)NC12CC3CC(CC(C3)C1)C2	i	-1	-4	0	-13	0	i	0.8	-2	-1
CC1CN(C(=O)CCC(=O)NCc2ccccc2)c2cc(Cl)ccc2O1 (stereo not given)	i	2	-4	-4	-1	-3	i	0.5	-2	-2
O=C(COc1ccc(S(=O)(=O)N2CCCCC2)cc1)NCc1ccccn1	i	-4	3	1	-4	2	i	-1.6	-2	-2
COc1ccc(OC)c(C2=Nn3c(nnc3-c3cc(C)[nH]n3)SC2)c1	i	0	-1	-4	-4	-2	i	1.0	1	-2
CC1(c2ccc(Cl)cc2)NC(=O)N(CC(=O)Nc2ccc3c(c2)OCO3)C1=O (stereo not given)	i	5	2	0	.	3	i	1.3	3	-2
CCOC(=O)c1cc(C)nn1-c1nc(Cl)cc(OC)n1	i	-1	1	7	-11	0	i	-0.6	2	-3

(cont.)
Structure	Neddyl block	CSN deneddyl inh	NadD block	DNMT1 block	Scp1 inh	Rin1-Abl PPI inh	Rpn11 block	LMPTP block	SUMO1 PPI mod	STEP inh
CCN(Cc1ccccc1)C(=O)Cn1c(=O)n(-c2ccc(OC)cc2OC)c(=O)c2c(C)c(C)sc21	i	4	2	0	-14	-1	i	0.2	1	4
Cc1ccsc1C(=O)NNC(=O)Nc1ccc(Cl)c(Cl)c1	i	0	2	1	-5	-1	i	1.7	1	-1
CC(C)(C)NC(=O)Cn1c(=O)c(=O)n(Cc2ccccc2)c2ccc(Cl)cc21	i	-1	2	-2	-8	0	i	-0.8	1	0
CCN(CC)CCCNC(=S)N1CCN(c2nc(-c3ccccc3)cs2)CC1	i	2	-5	-3	-5	-3	i	-0.1	-4	7
C[C@@H]1CN([C@H](C)CO)C(=O)c2cc(-c3ccc(C#N)cc3)cnc2O[C@H]1CN(C)C(=O)c1ccccc1	i	2	11	8	.	0	i	-1.6	3	0
CC1(C)CC(=O)C(C=Nc2cccnc2/N=C/C2=C(O)CC(C)(C)CC2=O)=C(O)C1	i	-12	-2	7	-8	0	i	-0.1	-2	4
Cc1ccc(S(=O)(=O)N(C)c2ccc(OCC(=O)OCC(=O)N(CC#N)c3ccccc3)cc2)cc1	i	1	-1	-8	-12	2	i	3.1	3	3
Cc1ccc(C)c(C(=O)CN2C(=O)NC3(CCC(C)CC3)C2=O)c1 (stereo not given)	i	4	-3	12	-6	-2	i	0.5	0	0
Cc1ccc(C(=O)NNC(=O)CCn2nnc3ccccc32)cc1	i	-6	-4	0	0	3	i	0.5	1	-3
COC(=O)C1=CN(C)C=C(C(=O)OC)C1c1ccccc1Cl	.	1	-2	1	-6	-3	i	-2.2	-8	2

(next part)
Structure	Neddyl block	CSN deneddyl inh	NadD block	DNMT1 block	Scp1 inh	Rin1-Abl PPI inh	Rpn11 block	LMPTP block	SUMO1 PPI mod	STEP inh
Oc1ccc(-c2cccc(-c3ccc(O)cc3)c2)cc1	i	5	1	-32	-5	-1	i	1.8	7	-7
Clc1cccc(-c2csc(Nc3cccnc3)n2)c1	i	0	-2	-4	-4	2	i	1.8	3	0
CC(=O)c1ccc(NC(=O)c2ccc(NC(=O)c3ccco3)cc2)cc1	i	20	7	32	39	3	+	72*	18	86*
CC(=O)c1cccc(NC(=O)Nc2cccs2)c1	i	6	4	-5	6	3	i	15	7	1
CSc1cc(-c2ccccc2)n(Cc2ccccc2Cl)c(=O)c1C#N	i	4	-16	3	-15	-1	i	-0.3	2	4
CC(=O)N1CCN(c2cccc(C)c2C)CC1	i	2	9	10	-7	-6	i	-0.9	1	-1
O=C(NCC1CCCO1)c1cccc(NS(=O)(=O)c2ccc(Br)cc2)c1 (stereo not given)	i	2	1	3	-1	0	i	0.1	6	1
COc1ccc(NC(=O)Nc2cccc3c2O[C@H](CN(C)C(=O)Nc2c(C)noc2C)[C@@H](C)CN([C@H](C)CO)C3=O)cc1	i	5	4	-1	2	5	i	-0.3	-3	0
CCC(Oc1ccccc1)C(=O)Nc1nc2c(s1)C(=O)CC(C)(C)C2 (stereo not given)	i	-1	-5	1	-8	1	i	0.2	-5	1
CCOC(=O)c1c(C)noc1-c1ccc(Br)o1	i	-1	-2	-2	2	0	i	1.3	-8	1

An excerpt of these results, with two lines to a compound.
Values run as follows: Neddyl block, CSN deneddyl inh, NadD block, DNMT1 block, Scp1 inh, Rin1-Abl PPI inh, Rpn11 block, LMPTP block, SUMO1 PPI mod, STEP inh
CC(=O)c1cccc(NC(=O)Nc2cccs2)c1
  i, 6, 4, -5, 6, 3, i, 15, 7, 1
CSc1cc(-c2ccccc2)n(Cc2ccccc2Cl)c(=O)c1C#N
  i, 4, -16, 3, -15, -1, i, -0.3, 2, 4
CC(=O)N1CCN(c2cccc(C)c2C)CC1
  i, 2, 9, 10, -7, -6, i, -0.9, 1, -1
O=C(NCC1CCCO1)c1cccc(NS(=O)(=O)c2ccc(Br)cc2)c1 (stereo not given)
  i, 2, 1, 3, -1, 0, i, 0.1, 6, 1
COc1ccc(NC(=O)Nc2cccc3c2O[C@H](CN(C)C(=O)Nc2c(C)noc2C)[C@@H](C)CN([C@H](C)CO)C3=O)cc1
  i, 5, 4, -1, 2, 5, i, -0.3, -3, 0
CCC(Oc1ccccc1)C(=O)Nc1nc2c(s1)C(=O)CC(C)(C)C2 (stereo not given)
  i, -1, -5, 1, -8, 1, i, 0.2, -5, 1

Additional compounds follow.
Structure	Neddyl block	CSN deneddyl inh	NadD block	DNMT1 block	Scp1 inh	Rin1-Abl PPI inh	Rpn11 block	LMPTP block	SUMO1 PPI mod	STEP inh
COc1ccc(-c2nc(-c3ccc(O)cc3O)cs2)cc1OC	i	1	-9	-8	-4	3	i	1.1	-10	6
COc1ccc(OC(C)C(=O)N2CCc3ccccc3C2)cc1 (stereo not given)	i	2	-5	-2	-4	0	i	-1.8	4	-3
COC(CN(C)C(=O)c1ccc(CS(=O)(=O)c2ccccc2C)o1)OC	i	-4	-3	0	-5	5	i	-0.4	0	5
Cc1ccc(S(=O)(=O)N2C[C@@H]3CCCC[C@@H]3[C@@H](C)[C@H]2c2cn(Cc3ccccc3)c3ccc(F)cc23)cc1	i	1	13	2	-4	-4	i	1.7	-2	-1
CN1CCN(S(=O)(=O)c2ccc(NC(=O)COc3ccccc3Cl)cc2)CC1	i	-4	-6	-6	-1	-1	i	0.5	0	1
COc1ccc(Cl)cc1NC(=S)Nc1ccccc1C	i	-3	0	0	-1	-1	i	1.1	-2	2
CCOc1ccc(N(CC(=O)NCc2ccccc2Cl)S(=O)(=O)c2c(C)[nH]c(=O)[nH]c2=O)cc1	i	-5	2	0	-5	-5	i	-0.1	10	-2
O=C(Nc1cccc2ncccc12)c1cc(Br)ccc1Cl	i	6	-2	0	-3	0	i	-1.1	9	2
O=C(NCc1cccc(F)c1)c1cccc2c1C(=O)c1ccc(N3CCOCC3)cc1S2(=O)=O	i	10	8	3	0	-3	i	0.6	-162	5
COc1ccc(Cc2c(-c3ccc(F)cc3)nc3c4ccccc4ccn23)c(C)c1	i	8	2	-7	.	0	i	3.0	-7	-1

The listing continues.
Structure	Neddyl block	CSN deneddyl inh	NadD block	DNMT1 block	Scp1 inh	Rin1-Abl PPI inh	Rpn11 block	LMPTP block	SUMO1 PPI mod	STEP inh
Cc1cc(N2CCN(C(=O)c3[nH]c(C(F)(F)F)nc3-c3ccccc3)CC2)c2ccccc2n1	i	1	-2	-5	.	-2	i	36	12	-1
COc1ncnc2c1ncn2CCCN1CCN(C(=O)C2CC2)CC1	i	0	5	3	.	-4	i	-1.3	3	0
Cc1ccc(-c2ccc(/C=C3\SC(N4CCOCC4)=NC3=O)o2)cc1	i	12	-5	-2	5	-9	+	3.2	-17	7
COc1cc(-c2coc3c(C(=O)NCc4ccc(OC)c(OC)c4)cccc23)ccc1O	i	-2	-1	-16	.	1	i	2.6	13	3
CC(=O)Nc1cc2c(cc1Cl)-c1ccccc1C2	i	0	3	0	-8	3	i	-0.8	-5	1
COc1ccccc1-n1c(CCn2nc(C)c(Br)c2C)n[nH]c1=S	i	-3	-2	5	1	2	i	-1.4	0	-3
CCOc1ccc(S(=O)(=O)N/N=C2/CC(c3ccccc3)Oc3ccccc32)cc1 (stereo not given)	i	5	9	-4	-12	-2	i	3.5	-7	-2
CC(=O)Oc1ccc(-c2csc(Nc3ccc(Cl)cn3)n2)cc1	i	-3	-4	5	-2	-3	i	0.5	0	1
Cc1ccc(S(=O)(=O)N2CCN(C(=O)c3cc4c(s3)CCCC4)CC2)c(C)c1	i	3	-2	-3	-10	-1	i	6.7	-1	4
COc1ccc(/C(C)=N/OCC(=O)N=Nc2c(O)[nH]c3ccc(Br)cc23)cc1	i	4	27	16	4	1	i	2.9	-4	-4
COc1cc2[nH]c(-c3cccc(F)c3)cc(=O)c2cc1OC	.	2	0	1	-2	4	i	-1.9	-1	-2
CC(=O)N(C)C1=C(N2CCOCC2)C(=O)c2ccccc2C1=O	i	-1	-7	0	-6	-11	i	2.6	-34	0
CC(C)CC1NC(=O)N(Cc2nc3ccccc3s2)C1=O (stereo not given)	i	5	-3	-3	-12	1	i	-1.2	-2	0

High-throughput results as filed in PubChem.
